From PubChem
NRP1-CendR mod = modulators of CendR peptide binding to human neuropilin-1; O14786; FAM-RPARPAR peptide binding to NRP-1, fluorescence polarization; inhibition, % at 25 µM; 0.85% of 360,000 active;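 active = inhibition or corrected inhibition above about 18%, plus a signal ratio from 0.5 to 1.5, limit read from the data, passing the limit was not always enough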; note: strong numbers were not always called active
Target sequence (O14786 whole entry, looked up): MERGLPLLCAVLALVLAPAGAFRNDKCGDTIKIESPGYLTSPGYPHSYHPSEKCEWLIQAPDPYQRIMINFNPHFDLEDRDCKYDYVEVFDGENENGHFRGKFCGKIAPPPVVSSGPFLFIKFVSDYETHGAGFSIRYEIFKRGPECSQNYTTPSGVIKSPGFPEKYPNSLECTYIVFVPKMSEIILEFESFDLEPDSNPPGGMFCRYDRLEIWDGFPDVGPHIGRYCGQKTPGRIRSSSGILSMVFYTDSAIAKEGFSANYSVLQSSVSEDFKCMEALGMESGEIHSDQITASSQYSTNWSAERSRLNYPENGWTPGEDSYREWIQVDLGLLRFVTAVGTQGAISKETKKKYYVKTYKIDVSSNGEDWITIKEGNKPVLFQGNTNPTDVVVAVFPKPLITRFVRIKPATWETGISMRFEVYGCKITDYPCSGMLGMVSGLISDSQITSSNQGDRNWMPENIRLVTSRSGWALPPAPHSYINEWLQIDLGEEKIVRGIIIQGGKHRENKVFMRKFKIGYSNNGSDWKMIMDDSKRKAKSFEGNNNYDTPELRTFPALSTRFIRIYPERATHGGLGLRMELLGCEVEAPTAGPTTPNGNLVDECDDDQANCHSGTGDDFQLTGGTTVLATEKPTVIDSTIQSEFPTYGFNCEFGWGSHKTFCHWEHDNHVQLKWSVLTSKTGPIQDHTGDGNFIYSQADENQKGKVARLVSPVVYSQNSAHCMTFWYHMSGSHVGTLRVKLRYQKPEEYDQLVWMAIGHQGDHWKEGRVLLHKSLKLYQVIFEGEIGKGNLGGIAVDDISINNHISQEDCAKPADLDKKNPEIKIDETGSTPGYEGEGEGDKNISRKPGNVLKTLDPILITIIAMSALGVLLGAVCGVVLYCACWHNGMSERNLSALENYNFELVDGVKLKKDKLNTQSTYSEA
Neddylation inh = inhibitors of human cullin neddylation; TR-FRET cullin neddylation, biochemical; calls only at 25 µM; 0.58% of 360,000 active; AID 651699; in the data active = inhibition above about 36%
eLon inh = E. coli protease La inhibition | inhibition, % at 7.94 µM | purified E. coli Lon protease, fluorescence polarization | AID 602123 | 0.42% of 360,000 active; in the data active = inhibition above about 13%, passing the limit was not always enough;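 note: 0% = enzyme with probe and DMSO and 100% = no enzyme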
PABP1 MLLE inh = blocks PAM2 peptide binding to the PABP1 MLLE domain; P11940; GST-MLLE / FITC-PAM2 fluorescence polarization; inhibition, % at 20 µM; 0.36% of 360,000 active; in the data active = inhibition above about 35%, passing the limit was not always enough;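 note: plate controls were DMSO wells with GST-MLLE for no effect and wells lacking GST-MLLE protein for full effect; some results filed as inactive read as strong as hits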
SKN-1 inh = blocks SKN-1 activity in C. elegans | C. elegans VP596 Pgst-4::GFP/RFP ratio, acrylamide-induced, 24 h | inhibition, % at 21.8 µM | 0.49% of 360,000 active;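 active = interference check ratio from 0.5 to 1.5 plus GFP to RFP signal ratio inhibition reaching or exceeding a fixed threshold, cut at about 30% in these data, passing the limit was not always enough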; note: some compounds called inactive have numbers as strong as hits
Rin1 Abl inh = inhibitors of human Rin1-Abl protein interaction. 0.4% of 360,000 active. AID 588664. inhibition, % at 7.35 µM. P00519+Q13671. TR-FRET Rin1/Abl binding, biochemical; in the data active = inhibition above about 5%, passing the limit was not always enough
bovine MsrA act = activators of bovine methionine sulfoxide reductase A | purified bovine MsrA, absorbance read-out | activation, % at 10.6 µM | 0.3% of 360,000 active; in the data active = activation above about 7.5%;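 note: 0% = vehicle and 100% = reference activator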
MT1-MMP act inh = blocks activation of human MT1-MMP | P50281 | HT1080 RFP-PRO-GFP cells, GFP/RFP ratio fluorescence, overnight; percent of plate control window, DMSO zero | GFP/RFP ratio change, % at 20 µM | 0.061% of 360,000 active;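 active = GFP/RFP ratio change of at least 30% with cell ATP level not reduced by more than half and red fluorescence within 50% of control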; note: strong numbers were not always called active
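Material: RFP-PRO-GFP reporter HT1080 cells. Dosing: single-point 20 µM compound, 1% DMSO. Controls: DMSO and RFP-L50D-GFP cell wells. Timing: cells overnight before dosing, compound overnight, 37 °C, 5% CO2. Measure: GFP/RFP fluorescence ratio.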
FAS TE block = FAS thioesterase (human) inhibition; inhibition, % at 15 µM; recombinant FAS-TE, OMFH fluorogenic substrate, fluorescence endpoint; 0.67% of 360,000 active;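 active = compounds whose normalised, plate-corrected inhibition of enzyme fluorescence in the single-dose primary screen is 50% or more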;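 note: 0% = DMSO with enzyme and 100% = substrate without enzyme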
An asterisk follows results filed as active.

For CC(=O)Nc1ccc(NC(=O)CSc2nc3ccccc3nc2N2CCC(C)CC2)cc1 the results were NRP1-CendR mod 13, Neddylation inh inactive, eLon inh -6, PABP1 MLLE inh 4, SKN-1 inh -7, Rin1 Abl inh -1, bovine MsrA act -1, MT1-MMP act inh -5 and FAS TE block 10.
`O=C(/C=C/c1ccccc1)C1=C(O)C(=O)N(CCO)C1c1cccc([N+](=O)[O-])c1` (stereo not drawn) gave NRP1-CendR mod 3, Neddylation inh inactive, eLon inh -2, PABP1 MLLE inh 1, SKN-1 inh -4, Rin1 Abl inh 0, bovine MsrA act 9.9*, MT1-MMP act inh 2 and FAS TE block -3.
Cc1ccc(S(=O)(=O)Nc2ccc3ncccc3c2)cc1 was read as NRP1-CendR mod -8, Neddylation inh inactive, eLon inh 4, PABP1 MLLE inh -4, SKN-1 inh -23, Rin1 Abl inh -4, bovine MsrA act -1, MT1-MMP act inh -1 and FAS TE block -4.
COC/C=C/C1=CC2=CC(=O)C(C)(OC(=O)c3cnc4ccccc4n3)C(=O)C2=CN1CCOC (stereo not drawn) was read as NRP1-CendR mod 32*, Neddylation inh inactive, eLon inh 29*, PABP1 MLLE inh 6, SKN-1 inh 19, Rin1 Abl inh 3, bovine MsrA act -1, MT1-MMP act inh 4 and FAS TE block -7.
Screening Nn1c(SCC(=O)N2CCOCC2)nnc1-c1ccco1 returned NRP1-CendR mod -9, Neddylation inh inactive, eLon inh -7, PABP1 MLLE inh 4, SKN-1 inh -5, Rin1 Abl inh -4, bovine MsrA act 2, MT1-MMP act inh 1 and FAS TE block -3.
CCOC(=O)c1ccc(NC(=O)Nc2nncs2)cc1 was read as NRP1-CendR mod -5, Neddylation inh inactive, eLon inh -11, PABP1 MLLE inh 6, SKN-1 inh 24, Rin1 Abl inh 2, bovine MsrA act -2, MT1-MMP act inh 18 and FAS TE block -3.
Screening COc1ccccc1CNC(=O)c1cn(C)c2ccc(S(=O)(=O)N3CCCC3)cc2c1=O returned NRP1-CendR mod -6, Neddylation inh inactive, eLon inh 2, PABP1 MLLE inh -2, SKN-1 inh 2, Rin1 Abl inh -1, bovine MsrA act -4, MT1-MMP act inh 1 and FAS TE block 20.
`Cc1ccccc1NS(=O)(=O)c1ccc(OCC(=O)NCc2ccccn2)cc1` gave NRP1-CendR mod -6, Neddylation inh inactive, eLon inh -3, PABP1 MLLE inh -8, SKN-1 inh 0, Rin1 Abl inh 2, bovine MsrA act -2, MT1-MMP act inh -4 and FAS TE block 1.
`Clc1ccc(C2=CSC3=NCCN23)cc1Cl` gave NRP1-CendR mod 10, Neddylation inh inactive, eLon inh -8, PABP1 MLLE inh -18, SKN-1 inh -1, Rin1 Abl inh -1, bovine MsrA act -3, MT1-MMP act inh 5 and FAS TE block -216.
For COc1ccc(C2=NCCn3c2c2ccc(C(F)(F)F)cc2[n+]3[O-])cc1 the results were NRP1-CendR mod 15, Neddylation inh inactive, eLon inh 3, PABP1 MLLE inh -3, SKN-1 inh -18, Rin1 Abl inh 0, bovine MsrA act -7, MT1-MMP act inh 1 and FAS TE block -4.
`CC(=O)c1c(C)[nH]c(C(=O)OCC(=O)Nc2ccc([N+](=O)[O-])cc2Cl)c1C` gave NRP1-CendR mod -3, Neddylation inh inactive, eLon inh 15, PABP1 MLLE inh 2, SKN-1 inh 8, Rin1 Abl inh -2, bovine MsrA act -4, MT1-MMP act inh 3 and FAS TE block -3.
COC(=O)c1cc(OC)c(OC)cc1N was read as NRP1-CendR mod 2, Neddylation inh inactive, eLon inh 1, PABP1 MLLE inh 3, SKN-1 inh -27, Rin1 Abl inh 3, bovine MsrA act -11, MT1-MMP act inh 0 and FAS TE block -8.
Screening CCc1ccccc1NC(=O)Cn1nc(C(F)(F)F)cc1C1CC1 returned NRP1-CendR mod 7, Neddylation inh inactive, eLon inh -2, PABP1 MLLE inh -9, SKN-1 inh 7, Rin1 Abl inh -3, bovine MsrA act -5, MT1-MMP act inh 3 and FAS TE block 0.
For O=C(NC1CCCC1)C(C1CC1)n1c(-c2ccncc2)nc2ccccc21 (stereo not drawn) the results were NRP1-CendR mod 16, Neddylation inh inactive, SKN-1 inh 9 and MT1-MMP act inh 1.
O=C(CSCc1c(F)cccc1F)Nc1ccccc1 was read as NRP1-CendR mod -13, Neddylation inh inactive, eLon inh -7, PABP1 MLLE inh 11, SKN-1 inh 14, Rin1 Abl inh -2, bovine MsrA act -3, MT1-MMP act inh 4 and FAS TE block 1.
`Cc1cccc(S(=O)(=O)NC(=O)C2(C)CCN2C(=O)Cc2cccs2)c1` (stereo not drawn) gave NRP1-CendR mod -4, Neddylation inh inactive, eLon inh 4, PABP1 MLLE inh -5, SKN-1 inh -4, Rin1 Abl inh 1, bovine MsrA act -2, MT1-MMP act inh 5 and FAS TE block -10.
For O=C(CSc1ccccc1)Nc1ccccc1N1CCOCC1 the results were NRP1-CendR mod 0, Neddylation inh inactive, eLon inh 4, PABP1 MLLE inh 7, SKN-1 inh -13, Rin1 Abl inh 2, bovine MsrA act -10, MT1-MMP act inh -17 and FAS TE block 4.
For CCC1CCC/C1=N\NC(=O)c1ccccc1Cl (stereo not drawn) the results were NRP1-CendR mod 19, Neddylation inh inactive, eLon inh -3, PABP1 MLLE inh 7, SKN-1 inh 12, Rin1 Abl inh -3, bovine MsrA act -1, MT1-MMP act inh 3 and FAS TE block -6.
CCCCN(C)CCCNC(=O)c1cc(Nc2ccc(OC)c(OC)c2)nc2ccccc12 was read as NRP1-CendR mod 6, Neddylation inh inactive, eLon inh 2, PABP1 MLLE inh 0, SKN-1 inh 28, Rin1 Abl inh -1, bovine MsrA act -1, MT1-MMP act inh -3 and FAS TE block -3.
CC(=O)c1ccc(OCc2cc(C(=O)N(C)Cc3nc4c(C)cccc4[nH]3)no2)cc1 was read as NRP1-CendR mod 1, Neddylation inh inactive, eLon inh -5, PABP1 MLLE inh -13, SKN-1 inh -9, Rin1 Abl inh 2, bovine MsrA act -2, MT1-MMP act inh -50 and FAS TE block 2.
`O=C(c1cc(Br)c(Br)s1)N1CCN(c2ccccn2)CC1` gave NRP1-CendR mod 11, Neddylation inh inactive, eLon inh 6, PABP1 MLLE inh 12, SKN-1 inh -10, Rin1 Abl inh -4, bovine MsrA act -1, MT1-MMP act inh 0 and FAS TE block 11.
Screening Cc1cc(C(=O)CN2C(=O)C(=O)N(CCC3=CCCCC3)C2=O)c(C)n1C returned NRP1-CendR mod -4, Neddylation inh inactive, eLon inh 5, PABP1 MLLE inh 1, SKN-1 inh 3, Rin1 Abl inh -1, bovine MsrA act -1, MT1-MMP act inh -4 and FAS TE block 17.
For O=C(Nc1ccc(Cl)cc1)c1csc(COCCO)n1 the results were NRP1-CendR mod -6, Neddylation inh inactive, eLon inh -5, PABP1 MLLE inh -2, SKN-1 inh 1, Rin1 Abl inh 1, bovine MsrA act -2, MT1-MMP act inh 2 and FAS TE block -9.
For CCOc1ccc(NC(=O)CSc2ccccc2N)cc1 the results were NRP1-CendR mod 0, Neddylation inh inactive, eLon inh 1, PABP1 MLLE inh 3, SKN-1 inh -9, Rin1 Abl inh 1, bovine MsrA act -1, MT1-MMP act inh 7 and FAS TE block -1.

Quoted from above for reference:
For O=C(CSc1ccccc1)Nc1ccccc1N1CCOCC1 the results were NRP1-CendR mod 0, Neddylation inh inactive, eLon inh 4, PABP1 MLLE inh 7, SKN-1 inh -13, Rin1 Abl inh 2, bovine MsrA act -10, MT1-MMP act inh -17 and FAS TE block 4.
For CCC1CCC/C1=N\NC(=O)c1ccccc1Cl (stereo not drawn) the results were NRP1-CendR mod 19, Neddylation inh inactive, eLon inh -3, PABP1 MLLE inh 7, SKN-1 inh 12, Rin1 Abl inh -3, bovine MsrA act -1, MT1-MMP act inh 3 and FAS TE block -6.
CCCCN(C)CCCNC(=O)c1cc(Nc2ccc(OC)c(OC)c2)nc2ccccc12 was read as NRP1-CendR mod 6, Neddylation inh inactive, eLon inh 2, PABP1 MLLE inh 0, SKN-1 inh 28, Rin1 Abl inh -1, bovine MsrA act -1, MT1-MMP act inh -3 and FAS TE block -3.
CC(=O)c1ccc(OCc2cc(C(=O)N(C)Cc3nc4c(C)cccc4[nH]3)no2)cc1 was read as NRP1-CendR mod 1, Neddylation inh inactive, eLon inh -5, PABP1 MLLE inh -13, SKN-1 inh -9, Rin1 Abl inh 2, bovine MsrA act -2, MT1-MMP act inh -50 and FAS TE block 2.
`O=C(c1cc(Br)c(Br)s1)N1CCN(c2ccccn2)CC1` gave NRP1-CendR mod 11, Neddylation inh inactive, eLon inh 6, PABP1 MLLE inh 12, SKN-1 inh -10, Rin1 Abl inh -4, bovine MsrA act -1, MT1-MMP act inh 0 and FAS TE block 11.
Screening Cc1cc(C(=O)CN2C(=O)C(=O)N(CCC3=CCCCC3)C2=O)c(C)n1C returned NRP1-CendR mod -4, Neddylation inh inactive, eLon inh 5, PABP1 MLLE inh 1, SKN-1 inh 3, Rin1 Abl inh -1, bovine MsrA act -1, MT1-MMP act inh -4 and FAS TE block 17.

(cont.)
Screening Cc1ccc(C(=O)N2CCN(CCNC(=O)C(=O)NCc3ccc(Cl)cc3)CC2)cc1 returned NRP1-CendR mod -143, Neddylation inh inactive, eLon inh 8, PABP1 MLLE inh -15, SKN-1 inh 1, Rin1 Abl inh 3, bovine MsrA act 0, MT1-MMP act inh 0 and FAS TE block -2.
For Cc1ccc(C)c(N(C)S(=O)(=O)c2cccc3nsnc23)c1 the results were NRP1-CendR mod -4, Neddylation inh inactive, eLon inh -1, PABP1 MLLE inh 3, SKN-1 inh 12, Rin1 Abl inh 0, bovine MsrA act 2, MT1-MMP act inh 4 and FAS TE block 1.
O=C(NC(=S)NCCC1=CCCCC1)c1cncc(Br)c1 was read as NRP1-CendR mod -1, Neddylation inh inactive, eLon inh -8, PABP1 MLLE inh 32, SKN-1 inh 7, Rin1 Abl inh -1, bovine MsrA act -4, MT1-MMP act inh -7 and FAS TE block 8.
For O=C(/C=C/c1cccnc1)c1ccc([N+](=O)[O-])cc1 the results were NRP1-CendR mod 8, Neddylation inh inactive, eLon inh 1, PABP1 MLLE inh 16, SKN-1 inh 10, Rin1 Abl inh 2, bovine MsrA act 2, MT1-MMP act inh -2 and FAS TE block 0.
For O=C(NC(=O)c1csnn1)Nc1ccccc1Cl the results were NRP1-CendR mod 7, Neddylation inh inactive, eLon inh 7, PABP1 MLLE inh 6, SKN-1 inh -1, Rin1 Abl inh -1, bovine MsrA act -1, MT1-MMP act inh 3 and FAS TE block -3.
`COC(=O)c1c(NC(=O)COC(=O)Cn2cnc3ccccc32)sc(C)c1C` gave NRP1-CendR mod 0, Neddylation inh inactive, eLon inh 0, PABP1 MLLE inh -3, SKN-1 inh -7, Rin1 Abl inh 0, bovine MsrA act -7, MT1-MMP act inh 15 and FAS TE block -1.
`CCCC(C(=O)NC(C)(C)C)N(C(=O)c1snc(C(N)=O)c1N)c1ccc2c(c1)OCCO2` (stereo not drawn) gave NRP1-CendR mod 1, Neddylation inh inactive, eLon inh 1, PABP1 MLLE inh -14, SKN-1 inh 8, Rin1 Abl inh 1, bovine MsrA act -3, MT1-MMP act inh 0 and FAS TE block 5.
For O=C(COC(=O)c1ccccc1Cl)NC1CCCCCCC1 the results were NRP1-CendR mod 13, Neddylation inh inactive, eLon inh -6, PABP1 MLLE inh -3, SKN-1 inh 2, Rin1 Abl inh 0, bovine MsrA act -2, MT1-MMP act inh -4 and FAS TE block 8.
For COC(=O)CC1C(=O)NCCN1C(=O)CSc1nc2ccccc2o1 (stereo not drawn) the results were NRP1-CendR mod 5, Neddylation inh inactive, eLon inh 2, PABP1 MLLE inh -45, SKN-1 inh -5, Rin1 Abl inh -2, bovine MsrA act 1, MT1-MMP act inh 1 and FAS TE block 0.
